IDH1 R132H inh = blocks human mutant IDH1 R132H enzyme; IDH1-R132H enzyme, NADPH consumption, diaphorase/resazurin fluorescence; Potency, µM (top dose mostly 76.6 µM), for the others: at the top dose activity change, negative = inhibition, most hits filed as inhibitors; AID 602179; 390,000 compounds, 0.093% hits; O75874; further: potency means the concentration at half of the fitted maximal effect; on the % scale 0 is the no-effect control and ±100 the full control effect; nearly all actives have a fitted effect of over 65% in size
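IDH1-R132H (0.5 ug/mL dispensed) in pH 7.5 Tris buffer was preincubated 30 min with compound, then given a substrate mix of 0.016 mM NADPH and 2 mM alpha-KG for 80 min at room temperature; remaining NADPH was read by diaphorase/resazurin fluorescence.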
TrxR1 substrate = is turned over as a substrate by rat TrxR1; O89049; purified TrxR1 substrate turnover, NADPH consumption readout; Potency, µM (top dose mostly 114 µM), for inactives: top-dose activity change, negative = substrate turnover; 390,000 compounds, 0.01% hits; AID 588456; further: potency means the concentration at half of the fitted maximal effect; on the % scale 0 is the no-effect control and ±100 the full control effect; nearly all actives have a fitted effect of over 50% in size
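Rat TrxR1, dispensed at 90 nM, was prereduced with 400 uM NADPH (final) for 5 min at ~22 deg C, then incubated with compound 15 min before 400 uM selenite. A first-read NADPH fluorescence drop versus no-compound background flagged substrates.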
rTrxR1 inhibitor = inhibitors of rat thioredoxin reductase 1 | O89049 | recombinant rTrxR1, NADPH fluorescence consumption, selenite substrate | Potency, µM (series often up to 114 µM), for inactives: at the highest dose activity change, negative = inhibition, most hits filed as inhibitors | 390,000 compounds, 1% hits | AID 588453; further: potency means the concentration at half of the fitted maximal effect; on the % scale 0 is the no-effect control and ±100 the full control effect; nearly all actives have a fitted effect of over 65% in size
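Rat TrxR1 (90 nM in the dispensed reagent) was pre-reduced with 400 uM NADPH for 5 min at room temperature, then incubated with compound for 15 min. After 400 uM selenite was added, NADPH fluorescence (Ex 340/Em 450 nm) was followed for 8 min.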
LDHA inh = blocks human lactate dehydrogenase A; P00338; purified LDHA, NADH/diaphorase-resazurin fluorescence; stronger effect = lower value; activity change, % (values are at about 110 or 230 µM); 480,000 compounds, 0.15% hits; AID 1347041; in the data active means activity change below about -30%; inconclusive means mostly about -25% to -30%;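 further: plate controls were DMSO wells for no effect and wells without enzyme for full effect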
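Human LDH5 (2 nM) was incubated with 0.06 mM NADH and 0.2 mM pyruvate for 5 min at room temperature in Tris pH 7.4. Remaining NADH was coupled through diaphorase/resazurin, and resorufin fluorescence was read at 0 and 20 min.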
Glioma ERSR ind = ER stress response induction in glioma; AID 602332; 420,000 compounds, 0.02% hits; Potency, µM, for inactives: top-dose activation, hits mostly activators; U87-MG GRP78 promoter luciferase reporter, 16 h; further: potency means the concentration at half of the fitted maximal effect; series mostly up to about 76 µM; % of control where 0% means no effect; nearly all actives have a fitted effect of over 35% in size
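Stably transfected U87-MG human glioma cells carrying a GRP78-based luminescent sensor were seeded at 1000 cells/well, pin-dosed with compounds and incubated 16 h. Luciferase reagent was then added, and end-point luminescence was read after 10 min at room temperature.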
Vif-A3F inh = blocks the Vif interaction with APOBEC3F | AID 602313 | HeLa A3F-eYFP + Vif (tagged APOBEC3F with the HIV-1 protein that degrades it), YFP fluorescence increase | 390,000 compounds, 0.2% hits | Potency, µM (highest dose often 46.1 µM), without a hit: at the highest dose activity, negative = active; further: potency means the concentration at half of the fitted maximal effect; % of control where 0% means no effect; nearly all actives have a fitted effect of over 65% in size
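Fluorescence increase (Ex 488/Em 500-530) after overnight compound treatment at 37 deg C flags inhibition of Vif-driven A3F-eYFP loss in stable HeLa A3F-eYFP/Vif cells seeded overnight beforehand.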
Vif-A3G inh = Vif-A3G binding inhibition | HeLa A3G-eYFP + Vif (tagged APOBEC3G with the HIV-1 protein that degrades it), YFP fluorescence, overnight | AID 602310 | 410,000 compounds, 0.076% hits | Potency, µM (titrated, usually from 46.1 µM), inactives show at the top dose activity, negative = active, actives largely listed as inhibitors | Q9HC16;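 further: potency means the concentration at half of the fitted maximal effect; on the % scale 0 is the no-effect control and ±100 the full control effect; nearly all actives have a fitted effect of over 60% in size; hits raise eYFP signal because A3G escapes Vif-driven loss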
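HeLa cells stably expressing Vif and C-terminally eYFP-tagged A3G, seeded overnight at 37 deg C, then exposed to compound by pintool overnight at 37 deg C. Rise in yellow fluorescence (Ex 488/Em 500-530, Acumen) marks blocked Vif-driven A3G degradation.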
RGS4 inh = inhibitors of human regulator of G protein signaling 4; Potency, µM (titrated, usually from 114 µM), without a hit: at the highest dose activity change, negative = inhibition, actives largely listed as inhibitors; P49798; Transcreener GDP fluorescence polarization, RGS4-accelerated GTP hydrolysis; AID 504845; 390,000 compounds, 0.039% hits; further: potency means the concentration at half of the fitted maximal effect; on the % scale 0 is the no-effect control and ±100 the full control effect; nearly all actives have a fitted effect of over 75% in size; some results filed as inactive show a strong effect at the top dose
Target sequence (P49798 whole entry, looked up): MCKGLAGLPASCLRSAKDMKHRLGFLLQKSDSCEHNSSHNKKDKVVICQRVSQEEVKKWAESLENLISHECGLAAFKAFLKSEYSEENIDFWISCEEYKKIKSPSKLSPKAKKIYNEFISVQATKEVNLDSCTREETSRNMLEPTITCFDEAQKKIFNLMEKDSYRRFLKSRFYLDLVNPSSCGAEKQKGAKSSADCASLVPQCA
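MLSMR compounds (23 nl, pin-transferred) preincubated 10 min at room temperature with a 500nM (2x) first reagent, then RGS4 at 900nM (2x) plus Transcreener GDP mix added; fluorescence polarization (620/688 nm) read before and after 90 min at 30 °C.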
USP1 inh = inhibitors of human USP1/UAF1 deubiquitinase. Potency, µM (series often up to 57.1 µM), for inactives: at the top dose activity change, negative = inhibition, actives largely listed as inhibitors. 390,000 compounds, 0.23% hits. AID 743255. recombinant USP1/UAF1, Ub-Rhodamine cleavage fluorescence. O94782; further: potency means the concentration at half of the fitted maximal effect; on the % scale 0 is the no-effect control and ±100 the full control effect; nearly all actives have a fitted effect of over 60% in size; inactives centre near -12
Target sequence (O94782 whole entry, looked up): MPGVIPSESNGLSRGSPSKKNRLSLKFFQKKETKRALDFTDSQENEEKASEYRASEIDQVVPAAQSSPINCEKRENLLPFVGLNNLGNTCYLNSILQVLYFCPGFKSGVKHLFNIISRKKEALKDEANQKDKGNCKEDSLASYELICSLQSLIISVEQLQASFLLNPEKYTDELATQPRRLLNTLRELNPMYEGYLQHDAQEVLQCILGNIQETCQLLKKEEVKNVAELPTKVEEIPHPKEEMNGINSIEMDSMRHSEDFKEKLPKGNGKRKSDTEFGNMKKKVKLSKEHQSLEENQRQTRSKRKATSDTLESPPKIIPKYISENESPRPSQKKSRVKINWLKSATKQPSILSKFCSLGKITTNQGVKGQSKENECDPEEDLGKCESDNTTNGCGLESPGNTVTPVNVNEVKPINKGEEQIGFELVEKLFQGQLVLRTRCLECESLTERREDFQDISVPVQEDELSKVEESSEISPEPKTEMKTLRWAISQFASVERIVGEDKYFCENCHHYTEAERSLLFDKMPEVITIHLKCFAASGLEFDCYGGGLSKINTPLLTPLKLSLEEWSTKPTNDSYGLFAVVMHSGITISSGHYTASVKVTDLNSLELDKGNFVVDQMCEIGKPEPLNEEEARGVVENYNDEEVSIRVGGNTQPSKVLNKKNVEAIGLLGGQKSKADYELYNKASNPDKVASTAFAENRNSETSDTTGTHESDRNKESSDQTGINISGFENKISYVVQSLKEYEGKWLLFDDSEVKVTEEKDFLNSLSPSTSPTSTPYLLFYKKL
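In this screen, compounds sit with the deubiquitinase complex (1nM) for 15 min at room temperature before Ub-Rho is added at 150nM final. Fluorescence rise is then followed for 6 reads every 60 seconds.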
An asterisk follows results filed as active; ? = inconclusive; . = not tested or not shown; [ ] = remark or other dose. Unless noted, the call rests on the fitted dose curve; in most records, active means well fitted curve in the direction sought with a large enough effect; inconclusive means small, poorly fitted or top-dose-only effect, or another doubt; inactive means no such curve, though single readings can be large; an effect the other way counts as inactive or inconclusive. A portion of the library; the hit share may differ from the screen's.

SMILES	IDH1 R132H inh	TrxR1 substrate	rTrxR1 inhibitor	LDHA inh	Glioma ERSR ind	Vif-A3F inh	Vif-A3G inh	RGS4 inh	USP1 inh
O=C(Nc1ccccc1)C(=O)Nc1ccc2c(c1)N(C(=O)C1CC1)CCC2	3.3%	-9.2%	0.0%	-5.9	-4.6%	-10.7%	1.0%	8.5%	-3.9%
CC(=O)c1ccc(NC(=O)C[n+]2ccccc2)cc1	-5.3%	-4.7%	7.0%	-8.0	-0.9%	-1.7%	3.5%	20.5%	-9.5%
O=C(NCCCSc1ccccc1)c1ccc(=O)[nH]c1	9.3%	-5.7%	9.2%	-0.8	-3.1%	1.3%	-0.4%	-0.3%	-18.9%
O=C(COC(=O)CCCOc1ccc(Cl)cc1Cl)NCc1ccc(F)cc1	4.4%	-1.7%[57.1 µM]	-9.3%[57.1 µM]	1.3	-11.4%	-0.5%	1.2%	-25.7%	-8.4%
COc1ccc(S(=O)(=O)N(C)c2ccccc2)c2cccnc12	2.1%	0.5%	9.9%	-1.3	-1.6%	-7.0%	-0.9%	9.7%	-17.6%
O=c1c2ccccc2c(-c2ccccc2)nn1-c1ccccc1	5.6%	6.3%[57.1 µM]	7.9%[57.1 µM]	-9.0	-2.9%	12.1%	-3.6%	-0.6%	-10.9%
Cc1ccc(-c2nn(-c3ccccc3Cl)cc2C(=O)NCC2CCCO2)cc1 (stereo unspecified)	11.3%	-14.0%	?	-1.8	-4.9%	-6.2%	-26.6%	-2.3%	-2.3%
c1ccc2c(c1)OCC(c1csc3ncnc(N4CCCCC4)c13)O2 (stereo unspecified)	-3.7%	-10.0%	-2.4%	2.8	-9.7%	-1.2%	4.1%	4.4%	-3.4%
Cc1ccc(S(=O)(=O)N(C)c2ccc(OC(=O)COc3ccccc3)cc2)cc1	10.2%	-4.5%	-2.6%	-3.3	1.6%	5.5%	-8.5%	-31.6%	-0.3%
Cc1nonc1C(=O)N1CCCC(Nc2ccc(C(C)C)cc2)C1 (stereo unspecified)	3.9%	-2.4%	21.4%	-4.9	-9.1%	7.5%	0.7%	-0.5%	-7.8%
CC(C)N=C(NS(=O)(=O)NC(=O)c1ccccc1)c1ccccc1	17.7%	8.2%	43.9%[activator]	-1.0	3.5%	-11.8%	1.1%	-6.2%	-19.4%
Nc1ccc(Br)cc1-c1nc2ccccc2[nH]c1=O	0.3%	8.9%[0.0914 µM]	3.3%[57.1 µM]	2.7	-1.7%	-0.1%	-3.5%	-42.3%	-4.7%
CCOC(=O)C1=C(COC(=O)c2cc([N+](=O)[O-])ccc2Cl)NC(=O)NC1C (stereo unspecified)	7.8%	.	.	-1.2	-5.0%	2.9%	2.4%	.	-7.5%
CCN1CCN(CC(O)COC(c2ccccc2)c2ccccc2C)CC1 (stereo unspecified)	9.4%	0.7%	16.1%	?	-4.0%	-9.1%	2.9%	-6.7%	-19.5%
COc1ccc(Cl)cc1S(=O)(=O)NC(C)c1cnn(-c2ccccn2)c1C (stereo unspecified)	1.3%	.	.	0.7	-1.2%	-13.1%	0.9%	.	8.1%
NC1=NC2(CCCC2)N=C(Nc2ccccc2)N1	10.0%	-4.2%	14.5%	-7.2	-5.2%	15.9%	-0.5%	13.4%	3.3%
CCOC(=O)C1CCCN(c2ncnc3c2cnn3-c2ccc(C)c(Cl)c2)C1 (stereo unspecified)	-11.6%	-3.7%[57.1 µM]	14.6%[57.1 µM]	-7.1	-2.5%	0.6%	-5.5%	3.4%	-21.4%
Cc1ccc(CNc2ncnc3c2nc2n3CCCC2)cc1	29.7%	7.1%	29.1%	-3.9	-3.8%	0.8%	5.6%	9.1%	?
O=C(N/N=C/c1cc(Br)ccc1OC(=O)c1ccc(Br)cc1)c1ccncc1	0.0%	1.9%	5.8%	8.2	-3.4%	?	-2.9%	-8.3%	-23.9%
NNC(=O)c1ccc(COCC(F)(F)F)cc1	0.9%	5.3%[57.1 µM]	-5.2%[57.1 µM]	-0.4	-1.5%	-0.4%	1.3%	-16.9%	-11.6%
O=C1CC(=O)N(CCNc2ncc(C(F)(F)F)cc2Cl)C(=O)N1	-3.7%	-1.6%	-24.5%[57.1 µM]	-2.4	-3.2%	-5.3%	0.1%	3.3%	-4.2%
CCOC(=O)Nc1ccc2c(c1)N(C(=O)N1CCN(C)CC1)c1ccccc1S2	4.0%	-1.3%	12.7%	1.2	-1.8%	-0.8%	0.8%	-17.4%	-21.4%
O=C(COC(=O)c1ccc(S(=O)(=O)NCc2ccco2)cc1)Nc1ncc(Cl)cc1Cl	3.4%	11.5%[57.1 µM]	-12.3%[57.1 µM]	-0.1	-3.8%	10.1%	0.4%	-25.2%	-21.7%
CC(c1ccco1)N(C(=O)COc1ccc(Cl)cc1Cl)c1ccccn1 (stereo unspecified)	2.1%	-10.0%	-10.1%	-1.3	0.0%	0.4%	1.0%	-2.7%	?
COc1ccc(OC)c(NC(=O)CSc2nnnn2C)c1	4.4%	-3.0%	6.5%	-0.8	-3.8%	2.7%	3.3%	-5.5%	-20.9%
COc1ccccc1CNC(=O)C1CCN(S(=O)(=O)Cc2ccccc2)CC1	17.5%	-5.3%	5.2%	-0.3	-4.8%	5.7%	-1.5%	-11.7%	?
CC(=O)Oc1ccc(NC(=O)Cc2ccccc2)c(C(=O)O)c1	4.0%	3.8%	-0.7%	-1.2	-1.3%	-13.3%	-4.3%	-16.4%	-19.7%
CC1CCCCC1NC(=O)C1Cc2ccccc2CN1S(C)(=O)=O (stereo unspecified)	13.8%	-8.8%	15.0%[57.1 µM]	0.9	-2.6%	-2.3%	-3.4%	-8.4%	7.3%
COCc1c(C(=O)N/N=C(/C)c2ccccc2)nnn1-c1nonc1N	-2.1%	-10.6%	-15.2%	-7.6	-5.7%	-1.2%	0.6%	6.4%	-4.6%
CC(=O)Nc1nc2ccccc2n1Cc1ccccc1Cl	3.9%	7.1%[57.1 µM]	11.4%[57.1 µM]	-8.7	-3.0%	2.0%	-3.6%	-2.7%	-21.3%
CC(NC(=O)c1ccc(F)cc1)c1nc2ccccc2n1Cc1ccccc1F (stereo unspecified)	6.6%	10.8%	27.4%	-10.5	-4.0%	-0.2%	-6.7%	23.0%	-13.2%
COc1cccc(CNS(=O)(=O)c2c(C)[nH]c(C)c2C(=O)N2CCCC2)c1	0.8%	-1.7%	8.4%	-2.8	-1.5%	-7.1%	-0.9%	0.6%[56.9 µM]	-21.5%
O=C(O)COc1ccc2c(c1)OCCO2	8.0%	12.8%[57.1 µM]	6.1%[57.1 µM]	-6.6	-5.1%	-7.0%	-5.2%	7.3%	-24.2%
COC(=O)CCCCCN1C(=O)/C(=C\c2ccncc2)SC1=S	?	-7.0%	1.6%	-4.5	-8.8%	-6.2%	-21.9%	-43.0%	-10.4%
Cn1c(=O)oc2cc(S(=O)(=O)N3CCCC(C(=O)N4CCN(c5cccc(Cl)c5)CC4)C3)ccc21 (stereo unspecified)	14.3%	-5.6%	11.7%	-6.1	-2.2%	3.9%	3.0%	15.7%	-16.4%
CN(Cc1ccccc1)c1ccc(C(=O)O)cc1[N+](=O)[O-]	-1.4%	-10.9%	-5.6%	-7.7	0.5%	-2.3%	-2.3%	-11.3%	-6.7%
COc1ccc(NC(=O)CCN2CCN(c3cccc(Cl)c3)CC2)cc1	.	-3.2%	22.9%	-12.7	.	.	.	29.7%	-12.5%
COc1ccc(C(=O)NC2CCN(Cc3c(F)cccc3Cl)CC2)cc1OC	-0.4%	-8.5%	-11.6%	-5.1	-1.8%	0.0%	-2.7%	13.6%	-3.0%
CC(O)c1nc2cc([N+](=O)[O-])ccc2n1Cc1ccccc1 (stereo unspecified)	6.7%	-0.2%	10.7%	-5.1	0.3%	1.4%	-0.5%	-1.7%	-1.1%
CC1CCc2cc(F)ccc2N1C(=O)c1cccnc1 (stereo unspecified)	4.4%	10.1%	26.4%	-0.6	-0.1%	14.7%	1.4%	-36.7%	-19.0%
O=C(NC1CCCCCCC1)c1cc([N+](=O)[O-])ccc1Cl	-9.0%	-5.3%	19.0%	-3.5	-3.1%	2.0%	0.6%	-7.8%	-10.6%
COc1cc(/C=N/NC(=O)c2cncc(Br)c2)cc([N+](=O)[O-])c1O	4.4%	-10.4%	-11.5%	0.9	-6.9%	?	-0.3%	18.1%[11.4 µM]	-21.4%
CCOC(=O)C1=C(C)N(C)C(=S)NC1c1ccccc1 (stereo unspecified)	7.5%	7.5%[57.1 µM]	-1.2%[57.1 µM]	-0.2	-4.9%	16.1%	-0.2%	2.1%	-13.5%

Part of the list above with just Vif-A3G inh, Glioma ERSR ind and rTrxR1 inhibitor.
Molecule	Vif-A3G inh	Glioma ERSR ind	rTrxR1 inhibitor
COc1cc(/C=N/NC(=O)c2cncc(Br)c2)cc([N+](=O)[O-])c1O	-0.3%	-6.9%	-11.5%
CCOC(=O)C1=C(C)N(C)C(=S)NC1c1ccccc1 (stereo unspecified)	-0.2%	-4.9%	-1.2%[57.1 µM]

Screening results: PubChem, National Center for Advancing Translational Sciences (NCATS)
